Rac1 wt modul – human Rac1 wildtype GTP binding, inhibitors and activators; P63000; 190,000 tested, 0.27% active; GST-Rac1 beads, fluorescent GTP binding, flow cytometry; actives lie on both sides; 0 = cold GTP competed, 100 = untreated; GTP binding activity (% of control), % at 10 µM;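 active = GTP binding activity at least 20 points away from the 100% control level, either lower or higher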
Bim-Bfl-1 – inhibitors of Bim-Bfl-1 interaction, human; Q16548; Bead-based flow cytometry, Bim-Bfl-1 binding inhibition; inhibition, % at 10 µM; 190,000 tested, 0.12% active;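 also: 0% = wells without compound plus tracer and 100% = blocker peptide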
HRas wt GTP bind – human HRas wildtype GTP binding, change in either direction; P01112; GST-Ras wt beads, Bodipy-FL-GTP binding, flow cytometry; actives lie on both sides; GTP binding activity, % at 10 µM; 190,000 tested, 0.14% active; AID 759;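 active = GTP binding activity at least 20% away from the 100% baseline, either lowered as inhibitor or raised as activator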;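 also: 0% = unlabeled GTP competition control and 100% = no-compound control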
Target sequence (P01112 whole entry, looked up): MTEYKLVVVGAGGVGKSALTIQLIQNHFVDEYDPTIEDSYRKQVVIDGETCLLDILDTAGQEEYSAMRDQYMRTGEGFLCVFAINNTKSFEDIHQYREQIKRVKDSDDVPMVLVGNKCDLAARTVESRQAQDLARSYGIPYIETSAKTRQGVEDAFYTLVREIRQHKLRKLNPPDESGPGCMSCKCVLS
Rab2 wt GTP – changes GTP binding to wildtype dog Rab2A, up or down | 190,000 tested, 0.19% active | AID 760 | GTP binding activity, % at 10 µM | GST-Rab2 wt beads, Bodipy-GTP binding, flow cytometry | P61105;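 active = GTP binding activity at least 20 points away from 100%, either lowered or raised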;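 also: 0% = beads with excess unlabeled GTP and 100% = no-compound control corrected for plate trend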
Cdc42 wt – human Cdc42 wildtype GTP binding change, either direction; AID 761; percent activity (GTP binding), % at 10 µM; GST-Cdc42 beads, Bodipy-GTP binding, flow cytometry; actives lie on both sides; 190,000 tested, 0.2% active; P60953;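 active = percent activity GTP binding at least 20 points away from the 100% baseline, either down as inhibitor or up as activator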;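 also: median bead fluorescence of bound Bodipy-FL-GTP at 100 nM; 0% = excess unlabeled GTP control and 100% = no compound control; below 100% means less GTP binding so inhibitor and above means activator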
Rab7 wt GTP bind – alters GTP binding to wildtype dog Rab7 | GTP binding activity (percent of control), % at 10 µM | 190,000 tested, 0.055% active | GST-Rab7 beads, fluorescent GTP binding, flow cytometry; actives lie on both sides; untreated = 100%, excess cold GTP = 0% | AID 758;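 active = fluorescent GTP binding to Rab7 beads changed by at least 20 points from the 100% baseline, either direction, mostly lower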;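 also: median green fluorescence of bound Bodipy-FL-GTP per Rab7 bead population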
Bim-Bcl-B – inhibitors of Bim-Bcl-B interaction, human. Q9HD36. bead-based flow cytometry, Bim peptide-Bcl-B binding. inhibition, % at 10 µM. 190,000 tested, 0.073% active. AID 951;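 also: 0% = tracer peptide without compound and 100% = reference inhibitor peptide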
Target sequence (Q9HD36 whole entry, looked up): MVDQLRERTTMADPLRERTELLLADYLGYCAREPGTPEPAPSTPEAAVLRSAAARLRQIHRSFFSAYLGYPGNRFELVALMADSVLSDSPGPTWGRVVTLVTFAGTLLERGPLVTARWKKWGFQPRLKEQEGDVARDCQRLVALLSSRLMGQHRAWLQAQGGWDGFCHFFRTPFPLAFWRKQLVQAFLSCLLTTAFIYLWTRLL
Bim-Bcl-W – inhibitors of Bim-Bcl-W interaction, human; 190,000 tested, 0.02% active; inhibition, % at 10 µM; bead-based flow cytometry, Bim peptide-Bcl-W binding; Q92843;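 also: 0% = bound tracer without compound and 100% = peptide blocker; higher means less fluorescent Bim peptide bound to Bcl-W beads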
Bim-Bcl-XL – inhibitors of Bim-Bcl-XL interaction, human; Bim peptide-Bcl-XL binding, bead flow cytometry, fluorescence; AID 1007; inhibition, % at 10 µM; 190,000 tested, 0.04% active
Target sequence (Q07817 whole entry, looked up): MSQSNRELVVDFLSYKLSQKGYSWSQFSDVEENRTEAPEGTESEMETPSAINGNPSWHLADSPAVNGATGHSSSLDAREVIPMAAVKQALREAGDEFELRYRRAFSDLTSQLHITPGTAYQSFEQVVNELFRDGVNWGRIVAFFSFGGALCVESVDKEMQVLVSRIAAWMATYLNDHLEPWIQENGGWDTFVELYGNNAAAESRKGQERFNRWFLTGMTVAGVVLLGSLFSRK
Rac1 mut GTP – human Rac1 activated mutant GTP binding change. percent activity (GTP binding), % at 10 µM. P63000. 190,000 tested, 0.11% active. GST-Rac1 activated beads, fluorescent GTP binding, flow cytometry; actives lie on both sides; 100% means binding = to untreated wells;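 active = GTP binding at least 20 percentage points away from the 100% baseline, in either direction, so actives lie on both sides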
Bim-Bcl-2 – disrupts Bim peptide binding to human Bcl-2; Bead-based flow cytometry, Bim peptide-Bcl-2 binding; inhibition, % at 10 µM; 190,000 tested, 0.06% active; AID 950; in the data active = inhibition above about 40%;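 also: 0% = no compound wells with probe peptide and 100% = reference peptide inhibitor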
Target sequence (P10415 whole entry, looked up): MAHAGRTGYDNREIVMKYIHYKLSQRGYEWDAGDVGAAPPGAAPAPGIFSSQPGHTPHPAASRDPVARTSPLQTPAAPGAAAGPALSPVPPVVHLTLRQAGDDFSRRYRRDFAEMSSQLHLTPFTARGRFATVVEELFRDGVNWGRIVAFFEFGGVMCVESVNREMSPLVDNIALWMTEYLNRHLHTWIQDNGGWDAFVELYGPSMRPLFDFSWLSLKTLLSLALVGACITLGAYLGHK
Active calls of the source: *. Rule as the data show it, unless noted: active = inhibition above about 40%. The order is random. Share with any hit: about 0.62%.

What do the screens show for `CCOC(=O)C1=C(C)Nc2ccccc2N=C1NC(=O)c1cccc(S(=O)(=O)N(C)C)c1`?
Rac1 wt modul: 104; Bim-Bfl-1: -13; HRas wt GTP bind: 100; Rab2 wt GTP: 98; Cdc42 wt: 99; Rab7 wt GTP bind: 100; Bim-Bcl-B: -9; Bim-Bcl-W: -3; Bim-Bcl-XL: -5; Rac1 mut GTP: 95; Bim-Bcl-2: -4

Results for COc1ccc(-c2cc(-c3ccccc3O)[nH]n2)cc1 ?
Rac1 wt modul: 105; Bim-Bfl-1: -15; HRas wt GTP bind: 101; Rab2 wt GTP: 99; Cdc42 wt: 102; Rab7 wt GTP bind: 101; Bim-Bcl-B: -13; Bim-Bcl-W: 1; Bim-Bcl-XL: -9; Rac1 mut GTP: 100; Bim-Bcl-2: -8

How did COC(=O)/C(=C\Nc1ccc(Cl)c2ccccc12)c1ncc(C(F)(F)F)cc1Cl do in these assays?
Rac1 wt modul: 104; Bim-Bfl-1: -9; HRas wt GTP bind: 101; Rab2 wt GTP: 103; Cdc42 wt: 105; Rab7 wt GTP bind: 100; Bim-Bcl-B: -9; Bim-Bcl-W: 0; Bim-Bcl-XL: -4; Rac1 mut GTP: 100; Bim-Bcl-2: -11

Results for Cc1cc(C)n(/N=C\c2c(O)ccc3ccccc23)c(=O)c1C(N)=O ?
Rac1 wt modul: 101; Bim-Bfl-1: -8; HRas wt GTP bind: 99; Rab2 wt GTP: 97; Cdc42 wt: 99; Rab7 wt GTP bind: 99; Bim-Bcl-B: -5; Bim-Bcl-W: 2; Bim-Bcl-XL: -1; Rac1 mut GTP: 98; Bim-Bcl-2: -3

Results for COc1ccc(N(CC(=O)NCc2ccc3c(c2)OCO3)S(=O)(=O)c2c(C)nn(C)c2C)cc1 ?
Rac1 wt modul: 104; Bim-Bfl-1: -8; HRas wt GTP bind: 102; Rab2 wt GTP: 104; Cdc42 wt: 101; Rab7 wt GTP bind: 100; Bim-Bcl-B: -6; Bim-Bcl-W: -2; Bim-Bcl-XL: -4; Rac1 mut GTP: 100; Bim-Bcl-2: -5

Results for CCCOc1ccc(C(=O)Nc2ccc(C)cc2[N+](=O)[O-])cc1 ?
Rac1 wt modul: 107; Bim-Bfl-1: -20; HRas wt GTP bind: 102; Rab2 wt GTP: 101; Cdc42 wt: 103; Rab7 wt GTP bind: 100; Bim-Bcl-B: -7; Bim-Bcl-W: -3; Bim-Bcl-XL: -6; Rac1 mut GTP: 98; Bim-Bcl-2: -8

What do the screens show for `CCn1nc(CC(=O)Nc2nnc(CC(=O)N3CCOCC3)s2)c2ccccc2c1=O`?
Rac1 wt modul: 101; Bim-Bfl-1: 0; HRas wt GTP bind: 101; Rab2 wt GTP: 100; Cdc42 wt: 101; Rab7 wt GTP bind: 100; Bim-Bcl-B: -1; Bim-Bcl-W: -2; Bim-Bcl-XL: -2; Rac1 mut GTP: 98; Bim-Bcl-2: 0

What do the screens show for `CCC(C)(C)NC(=O)C(c1ccc(C)o1)N(C(=O)c1csnn1)c1cccc(F)c1` (stereo not given)?
Rac1 wt modul: 105; Bim-Bfl-1: 3; HRas wt GTP bind: 100; Rab2 wt GTP: 97; Cdc42 wt: 102; Rab7 wt GTP bind: 97; Bim-Bcl-B: 0; Bim-Bcl-W: 0; Bim-Bcl-XL: 0; Rac1 mut GTP: 100; Bim-Bcl-2: 4

How did O=C(c1cncc(Br)c1)N1CCc2ccccc2C1 do in these assays?
Rac1 wt modul: 102; Bim-Bfl-1: -14; HRas wt GTP bind: 102; Rab2 wt GTP: 99; Cdc42 wt: 105; Rab7 wt GTP bind: 98; Bim-Bcl-B: -11; Bim-Bcl-W: 1; Bim-Bcl-XL: 2; Rac1 mut GTP: 98; Bim-Bcl-2: -9

How did CCC1CCCCN1C(=O)CCc1nnc(Cc2c[nH]c3ccccc23)o1 (stereo not given) do in these assays?
Rac1 wt modul: 101; Bim-Bfl-1: -6; HRas wt GTP bind: 96; Rab2 wt GTP: 95; Cdc42 wt: 98; Rab7 wt GTP bind: 92; Bim-Bcl-B: -6; Bim-Bcl-W: -4; Bim-Bcl-XL: -5; Rac1 mut GTP: 98; Bim-Bcl-2: -2

Results for Cc1nc2c(sc3nc4c(cc32)COC(C)(C)C4)c(=O)o1 ?
Rac1 wt modul: 91; Bim-Bfl-1: -10; HRas wt GTP bind: 94; Rab2 wt GTP: 92; Cdc42 wt: 95; Rab7 wt GTP bind: 95; Bim-Bcl-B: -13; Bim-Bcl-W: -2; Bim-Bcl-XL: -1; Rac1 mut GTP: 92; Bim-Bcl-2: -9

What do the screens show for `Cc1ccc(C(=O)N/C(=C\C=C\c2ccccc2)C(=O)NCc2ccco2)cc1`?
Rac1 wt modul: 104; Bim-Bfl-1: -2; HRas wt GTP bind: 99; Rab2 wt GTP: 99; Cdc42 wt: 102; Rab7 wt GTP bind: 95; Bim-Bcl-B: -9; Bim-Bcl-W: 0; Bim-Bcl-XL: -4; Rac1 mut GTP: 102; Bim-Bcl-2: -5

What do the screens show for `O=C(O)c1ccccc1NC(=S)NC(=O)c1sc2ccccc2c1Cl`?
Rac1 wt modul: 90; Bim-Bfl-1: 12; HRas wt GTP bind: 92; Rab2 wt GTP: 89; Cdc42 wt: 90; Rab7 wt GTP bind: 95; Bim-Bcl-B: -47; Bim-Bcl-W: -9; Bim-Bcl-XL: -17; Rac1 mut GTP: 88; Bim-Bcl-2: -2

What do the screens show for `COc1ccc(C(=O)OCC(=O)NC(=O)CCSc2ccccc2)cc1`?
Rac1 wt modul: 89; Bim-Bfl-1: -11; HRas wt GTP bind: 84; Rab2 wt GTP: 87; Cdc42 wt: 95; Rab7 wt GTP bind: 81; Bim-Bcl-B: -9; Bim-Bcl-W: -6; Bim-Bcl-XL: -6; Rac1 mut GTP: 91; Bim-Bcl-2: -6

What do the screens show for `Cc1csc(SCC(=O)c2ccc(S(=O)(=O)N3CCOCC3)cc2)n1`?
Rac1 wt modul: 105; Bim-Bfl-1: 1; HRas wt GTP bind: 100; Rab2 wt GTP: 100; Cdc42 wt: 103; Rab7 wt GTP bind: 96; Bim-Bcl-B: -6; Bim-Bcl-W: -2; Bim-Bcl-XL: -5; Rac1 mut GTP: 99; Bim-Bcl-2: -2

Results for Cc1ccc(C)c(N2CCN(C(=O)CC3Sc4ccccc4NC3=O)CC2)c1 (stereo not given) ?
Rac1 wt modul: 96; Bim-Bfl-1: 0; HRas wt GTP bind: 97; Rab2 wt GTP: 97; Cdc42 wt: 97; Rab7 wt GTP bind: 94; Bim-Bcl-B: 2; Bim-Bcl-W: 0; Bim-Bcl-XL: 0; Rac1 mut GTP: 97; Bim-Bcl-2: -1

What do the screens show for `COc1cc(C(=O)NCC(c2ccccc2)N(C)C)ccc1OCC(=O)N1CCOCC1` (stereo not given)?
Rac1 wt modul: 92; Bim-Bfl-1: 0; HRas wt GTP bind: 94; Rab2 wt GTP: 94; Cdc42 wt: 95; Rab7 wt GTP bind: 97; Bim-Bcl-B: -2; Bim-Bcl-W: -1; Bim-Bcl-XL: 0; Rac1 mut GTP: 95; Bim-Bcl-2: -3

What do the screens show for `OCCSc1nc(-c2ccccc2)nc2c1CCC2`?
Rac1 wt modul: 98; Bim-Bfl-1: -3; HRas wt GTP bind: 98; Rab2 wt GTP: 96; Cdc42 wt: 96; Rab7 wt GTP bind: 96; Bim-Bcl-B: 2; Bim-Bcl-W: 1; Bim-Bcl-XL: -1; Rac1 mut GTP: 100; Bim-Bcl-2: 0

How did O=C(NC1CC1)C1CCN(S(=O)(=O)c2cc(Cl)ccc2Cl)CC1 do in these assays?
Rac1 wt modul: 98; Bim-Bfl-1: -10; HRas wt GTP bind: 95; Rab2 wt GTP: 98; Cdc42 wt: 98; Rab7 wt GTP bind: 97; Bim-Bcl-B: -6; Bim-Bcl-W: -4; Bim-Bcl-XL: -1; Rac1 mut GTP: 97; Bim-Bcl-2: -6

How did CCN(CC)S(=O)(=O)c1cccc(-c2nnc(SCC(=O)NC)n2CCc2ccccc2)c1 do in these assays?
Rac1 wt modul: 95; Bim-Bfl-1: 1; HRas wt GTP bind: 97; Rab2 wt GTP: 96; Cdc42 wt: 98; Rab7 wt GTP bind: 95; Bim-Bcl-B: -28; Bim-Bcl-W: -1; Bim-Bcl-XL: 3; Rac1 mut GTP: 95; Bim-Bcl-2: -11

Results for CCOC(=O)c1[nH]c2cc3c(cc2c1NC(=O)CN1CCC2(CC1)OCCO2)OCO3 ?
Rac1 wt modul: 92; Bim-Bfl-1: 4; HRas wt GTP bind: 92; Rab2 wt GTP: 93; Cdc42 wt: 91; Rab7 wt GTP bind: 90; Bim-Bcl-B: 3; Bim-Bcl-W: 7; Bim-Bcl-XL: 2; Rac1 mut GTP: 94; Bim-Bcl-2: -1

How did Cn1c(C(=O)NCCCN2CCN(c3ccccc3F)CC2)cc2c(=O)[nH]c3ccccc3c21 do in these assays?
Rac1 wt modul: 96; Bim-Bfl-1: -3; HRas wt GTP bind: 93; Rab2 wt GTP: 91; Cdc42 wt: 93; Rab7 wt GTP bind: 91; Bim-Bcl-B: 0; Bim-Bcl-W: 2; Bim-Bcl-XL: 0; Rac1 mut GTP: 96; Bim-Bcl-2: -1

How did Cc1ccc(S(=O)(=O)N2CCCCC2)cc1NC(=O)COC(=O)c1ccc(O)cc1 do in these assays?
Rac1 wt modul: 96; Bim-Bfl-1: -10; HRas wt GTP bind: 96; Rab2 wt GTP: 97; Cdc42 wt: 93; Rab7 wt GTP bind: 102; Bim-Bcl-B: -6; Bim-Bcl-W: -2; Bim-Bcl-XL: -4; Rac1 mut GTP: 94; Bim-Bcl-2: -6

What do the screens show for `O=C(CN1CCC(n2nnc3cc(C(F)(F)F)ccc32)CC1)Nc1ccc2c(c1)CCC2`?
Rac1 wt modul: 91; Bim-Bfl-1: -3; HRas wt GTP bind: 97; Rab2 wt GTP: 96; Cdc42 wt: 93; Rab7 wt GTP bind: 93; Bim-Bcl-B: -1; Bim-Bcl-W: 0; Bim-Bcl-XL: 0; Rac1 mut GTP: 94; Bim-Bcl-2: -5

Results for COCCCN1C(=O)c2ccc(C(=O)Nc3cccc(OC)c3)cc2C1=O ?
Rac1 wt modul: 110; Bim-Bfl-1: -17; HRas wt GTP bind: 102; Rab2 wt GTP: 100; Cdc42 wt: 102; Rab7 wt GTP bind: 98; Bim-Bcl-B: -4; Bim-Bcl-W: 0; Bim-Bcl-XL: -8; Rac1 mut GTP: 101; Bim-Bcl-2: -11

What do the screens show for `CCOC(=O)c1ccc(S(=O)(=O)N2CCN(C3CCCC3)CC2)cc1`?
Rac1 wt modul: 101; Bim-Bfl-1: -6; HRas wt GTP bind: 98; Rab2 wt GTP: 98; Cdc42 wt: 97; Rab7 wt GTP bind: 102; Bim-Bcl-B: -2; Bim-Bcl-W: -1; Bim-Bcl-XL: 0; Rac1 mut GTP: 95; Bim-Bcl-2: 0

Source: PubChem BioAssay
